GAA glycogen: alters human alpha-glucosidase cleavage of glycogen; P10253; recombinant GAA, glycogen substrate, Amplex Red glucose oxidase fluorescence; Potency, µM (series often up to 76.4 µM), for the others: at the top dose activity change, negative = inhibition, hits mostly inhibitors; 300,000 tested, 0.38% active; active = well fitted inhibition curve with a large enough effect; inconclusive = small, poorly fitted or top-dose-only effect, or another doubt; inactive = no such curve, though single readings can be large or run the other way;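 also: 0% = full enzyme reaction and -100% = no-enzyme basal signal; the screen sought inhibitors and activators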
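Natural-substrate format: glycogen cleavage by 4 nM human enzyme, glucose read by Amplex Red coupling (Ex 573, Em 610 nm). Normalized to enzyme and no-enzyme controls.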
An asterisk follows results filed as active; ? = inconclusive; [ ] = dose if it differs, or a comment. Potency is read from the fitted curve at half-maximal effect. A portion of the library (hit frequency here may not be typical).

cpd	mol	GAA glycogen
1	CCc1ccc(NC(=O)Cn2cc(S(=O)(=O)c3ccc(F)cc3)c(=O)c3cc(OC)ccc32)cc1	0%[76.3 µM]
2	Cc1nn(C(C)C(=O)NCc2ccc(Cl)cc2)c(=O)c2cc3occc3n12 (stereo not drawn)	-4%[76.3 µM]
3	O=C1Nc2cc(C(=O)N3CCOCC3)ccc2S/C1=C\c1ccccc1	-1%[76.3 µM]
4	Nn1c(Cc2ccccc2)nc2cc(Cl)ccc2c1=O	-4%[76.3 µM]
5	COc1ccc(-n2c(=O)c3sc4ccccc4c3n(Cc3ccccc3C)c2=O)cc1OC	6%[76.3 µM]
6	CCOC(=O)N1CCN(c2nnc(-c3ccccc3)c3ccccc23)CC1	-2%
7	CCc1nn(CCCC(=O)NCc2cc(Br)ccc2OC)c(=O)c2cc3occc3n12	-3%[76.3 µM]
8	Cc1cccc(N2CCN(C(=O)c3cccs3)CC2)c1C	3%[76.3 µM]
9	Cc1cc(F)ccc1NC(=O)CCS(=O)(=O)c1cc2c(cc1C)NC(=O)CO2	-15%[76.3 µM]
10	COc1ccc(-n2nc(C(=O)NCC(=O)NCCCN3CCOCC3)c3ccccc3c2=O)cc1	0%
11	O=[N+]([O-])c1ccc(N/N=C/c2cccc(O)c2)cc1	6%
12	COc1ccc(CCC(C)NCc2ccc(Cl)c(Cl)c2)cc1 (stereo not drawn)	-2%[76.3 µM]
13	O=C(Cn1cc(SCc2ccc(C(F)(F)F)cc2)c2ccccc21)N1CCCCCC1	9%[76.3 µM]
14	Cc1nnc2c3ccccc3nc(N3CCN(c4ccccc4)CC3)n12	1%[76.3 µM]
15	N#C/C(=C\c1ccc(Cl)cc1Cl)c1nc(-c2cccc(Cl)c2)cs1	16%[76.3 µM]
16	O=C1N(Cc2ccccc2Cl)c2ccccc2C1(O)c1c[nH]c2ccccc12 (stereo not drawn)	-14%[76.3 µM]
17	CC1CCCCN1Cc1c(O)ccc2c(=O)c(-c3ccccc3Cl)c(C(F)(F)F)oc12 (stereo not drawn)	8%[76.3 µM]
18	COc1ccc(-c2ccc(CCC(=O)O)n2-c2ccccc2C(F)(F)F)cc1	-17%[76.3 µM]
19	COc1ccc(C23CC4CC(CC(C4)C2)C3)cc1C(=O)NCCN(C)C	9%[76.3 µM]
20	Oc1ccc(Nc2nc(-c3ccc(Cl)cc3)nc3ccccc23)cc1	?
21	Cc1c(Cl)cccc1NC(=O)Nc1nnc(N2CCCCCC2)s1	0%[76.3 µM]
22	OCCNc1ncnc2c1cnn2Cc1ccccc1	1%
23	CCc1ccc(OCC(=O)N2CCc3ccccc32)cc1	-11%
24	O=C(NCc1ccc(F)cc1)c1cc2c(=O)n3ccccc3nc2s1	-2%[76.3 µM]
25	C[C@H](NC(=O)c1cc2cc(Cl)ccc2n1C)C(=O)N[C@@H](C(=O)O)c1ccccc1	-4%
26	CN1C(=O)[C@H]2[C@@H](/C=C/c3ccccc3)N3C(=O)CN(Cc4ccccn4)C(=O)[C@@]3(C)[C@H]2C1=O	11%[76.3 µM]
27	Cc1ccccc1OCc1nc2ccccc2n1C	-6%[76.3 µM]
28	O=C(NCCCc1ccncc1)C1CCC(=O)N(Cc2ccc(Cl)cc2)C1 (stereo not drawn)	5%[76.3 µM]
29	COC(=O)C(NC(=O)CCc1c(C)nc2c(-c3ccccc3)c(C)nn2c1C)C(C)C (stereo not drawn)	-25%[76.3 µM]
30	CC(C)(C)NC(=O)C1CCN(S(=O)(=O)c2cccc3nsnc23)CC1	-7%[76.3 µM]
31	COc1ccc(-c2nc(C)ncc2-c2ccccc2)c(O)c1	-1%
32	COc1cc(Nc2c3ccccc3nc3ccccc23)cc(OC)c1OC	-3%
33	Cc1ccc(C)c(S(=O)(=O)c2nnn3c2nc(N2CCCC2)c2sccc23)c1	13%[76.3 µM]
34	CC1CCN(c2ccc3nnc(CCC(=O)NCc4ccco4)n3n2)CC1	2%[76.3 µM]
35	Cc1ccc(C(=O)N2CCC(C(=O)NC3CCCCCC3)CC2)cc1	16%
36	Cc1ccc(Nc2nc3ccc(C)cc3nc2-n2nc(C)cc2C)c(C)c1	16%[76.3 µM]
37	COc1ccc(N2C(=O)CSC2c2ccc([N+](=O)[O-])cc2)cc1 (stereo not drawn)	5%
38	Cc1cc(=O)[nH]c(N/N=C/c2ccc(-c3ccc(F)cc3)o2)n1	-3%
39	Cn1c(N)c(S(=O)(=O)N2CCN(c3cccc(Cl)c3)CC2)c(=O)n(C)c1=O	8%[76.3 µM]
40	CCn1c(SCC(=O)NC2CCCCC2)nnc1-c1ccccn1	-4%[76.3 µM]

Continued:
item	SMILES	GAA glycogen
41	Clc1ccc(C(CCN2CCCC2)Cc2ccccc2)cc1 (stereo not drawn)	6%
42	CCN1CCN(C2=C(NS(=O)(=O)c3ccc(NC(C)=O)cc3)C(=O)c3ccccc3C2=O)CC1	3%[76.3 µM]
43	Cc1ccc(OCC(=O)NCCCNC(=O)c2cccnc2)cc1	-12%
44	O=C(c1cnn(-c2ccccc2)c1)c1cc(F)ccc1O	2%
45	CC1(C)CC(=O)C2=C(C1)c1c(ccc3ccccc13)NC2c1ccc(C(=O)O)cc1 (stereo not drawn)	5%
46	CC(=O)Nc1ccc(S(=O)(=O)N2CCN=C2SCc2cccc(C)c2)cc1	-17%[76.3 µM]
47	O=[N+]([O-])c1ncccc1OCc1ccc(Br)cc1F	3%
48	CC1(C)CC(NC(=O)COc2ccc3c4c(c(=O)oc3c2)CCCC4)CC(C)(C)N1	-5%[76.3 µM]
49	Cc1cccn2c(=O)c(C=C(C#N)C#N)c(N3CCN(c4cccc(Cl)c4)CC3)nc12	-4%
50	NS(=O)(=O)c1ccc(CCNC(=O)c2ccccc2OCc2ccc(F)cc2)cc1	-8%
51	CCOC(=O)c1c(NC(=O)CC)sc(C(=O)NC2CCCC2)c1C	8%[76.3 µM]
52	Cc1ccc(C(=O)c2cn(Cc3ccccc3)c3c(F)cc(F)cc3c2=O)cc1	-9%[76.3 µM]
53	O=C(CSc1n[nH]c(-c2ccco2)n1)Nc1ccc(Br)cc1	-4%[76.3 µM]
54	COc1ccc(/C=N/NC(=O)c2ccc3c(c2)OCO3)cc1	3%
55	CCOc1ccc(NC(=O)CCc2c(C)nc3c(-c4ccccc4)c(C)nn3c2C)cc1	-10%[76.3 µM]
56	COc1ccc(OC)c(NC(=O)CSc2nn3c(=O)c(C)nnc3s2)c1	4%[76.3 µM]
57	Cc1c(C#N)c(O)[nH]c(=O)c1N=Nc1ccc(S(N)(=O)=O)cc1	0%
58	CCc1ccccc1NC(=O)Cn1nnc(C(=O)NCc2ccco2)c1N	4%[76.3 µM]
59	Cc1ccc(S(=O)(=O)NC(C)(C)CN2CCCCC2)cc1	16%[76.3 µM]
60	COc1cccc2oc3cc(C#Cc4ccccn4)ccc3c(=O)c12	2%[76.3 µM]
61	CCN(c1cccc(C)c1)S(=O)(=O)c1ccc2c(c1)CCCN2C(C)=O	0%[76.3 µM]
62	O=C1COc2ccc(S(=O)(=O)Nc3ccc(F)cc3)cc2N1	-5%[76.3 µM]
63	Fc1ccc(CN2CCSCC2)cc1F	-11%[76.3 µM]
64	Fc1ccc(Cc2cn3cc(-c4ccc(Cl)cc4)nc3s2)cc1	12%[76.3 µM]
65	COC(=O)c1ccc(COc2ccc(C)c(C)c2)o1	1%
66	O=C1[C@H]2[C@@H](c3ccc(F)cc3)N3C(=O)N(c4cccc(Cl)c4)C(=O)[C@@]3(Cc3ccc(Cl)cc3)[C@H]2C(=O)N1C1CCCCC1	8%[76.3 µM]
67	COC(=O)c1cc2sc(C)cc2n1Cc1nc(-c2cccc(Br)c2)oc1C	12%[76.3 µM]
68	COc1ccc(CNC(C)C23CC4CC(CC(C4)C2)C3)c(OC)c1OC (stereo not drawn)	2%
69	Cn1c(CNC(=O)c2ccco2)nnc1SCC(=O)c1ccc(Br)cc1	3%
70	CC(=O)Nc1cccc(NC(=O)COC(=O)CO/N=C(\C)c2ccc3c(c2)OCO3)c1	6%[76.3 µM]
71	N#Cc1c(SCC(=O)Nc2ccc(Cl)cc2Cl)sc2c(O)cc(=O)[nH]c12	-1%[76.3 µM]
72	Cc1ccc(NC(=S)NCC(O)c2ccccc2)c(C)c1 (stereo not drawn)	-8%[76.3 µM]
73	Cc1ccc(-c2cc(C(=O)Oc3ccccc3Cl)no2)cc1C	-4%[76.3 µM]
74	O=C(Nc1ccccc1C(=O)Nc1ccccn1)c1cc(F)c(F)cc1Cl	-10%[76.3 µM]
75	COc1ccc(C)cc1N(C(=O)c1ccco1)C(C(=O)NC1CCCC1)c1ccc(N2CCOCC2)cc1 (stereo not drawn)	-3%
76	O=C(Cn1c(=O)n(Cc2ccco2)c(=O)c2ccc(C(=O)NC3CCCC3)cc21)Nc1ccc(F)cc1	20%[76.3 µM]
77	CCCc1cc(=O)oc2c(C)c(OCC(=O)Nc3ccc(CN4CCOCC4)cc3)ccc12	-2%[76.3 µM]
78	COc1ccc(C(C)(C)NC(=O)C2CCC(=O)N(C3CCCC3)C2)cc1OC (stereo not drawn)	-1%[76.3 µM]
79	COc1cccc(Cn2c(SCc3ccc(C(=O)N4CCCCC4)cc3)nc3ccncc32)c1	6%[76.3 µM]
80	N#Cc1c(Cl)nsc1NCCN1CCOCC1	5%
81	COC(=O)[C@@H](Cc1c[nH]c2ccccc12)NC(=O)CCC(=O)c1ccc(F)cc1	-13%
82	O=C(NC1CCCc2ccccc21)N[C@@H](Cc1ccccc1)C(=O)O (stereo partly drawn)	3%
83	O=C(NC12CC3CC(CC(C3)C1)C2)c1ccco1	-1%[76.3 µM]
84	Cc1cc(C(=O)N2CCCC(N3CCN(c4ccc(F)cc4)CC3)C2)no1 (stereo not drawn)	-3%[76.3 µM]
85	COc1ccc(Br)c(C(=O)Nc2cc3c(cc2N2CCCCC2)n(C)c(=O)c(=O)n3C)c1	11%[76.3 µM]
86	O=C(NC(Cc1ccccc1)C(=O)O)OCC1c2ccccc2-c2ccccc21 (stereo not drawn)	0%
87	COc1ccc(O)c(-c2[nH]ncc2C(=O)c2cccc(C)c2)c1	?
88	O=C(COc1ccc2c(-c3ccccc3)cc(=O)oc2c1)N[C@@H](Cc1c[nH]c2ccc(O)cc12)C(=O)O	2.2µM*
89	Cc1cc(NC(=O)c2ccc(Cl)c(S(=O)(=O)N3CCCCC3)c2)no1	-6%[76.3 µM]
90	OCC(O)/C=N/Nc1nc(Nc2ccccc2)nc(Nc2ccccc2)n1 (stereo not drawn)	?

(list continues)
item	SMILES	GAA glycogen
91	CCCCNc1nc2c(c(=O)n(Cc3ccc(Cl)c(Cl)c3)c(=O)n2C)n1C	2%[76.3 µM]
92	O=C(N/N=C/c1ccc(O)cc1O)c1ccc(NC(=O)C2CCCCC2)cc1	1%[76.3 µM]
93	Cc1ccc(C)c(S(=O)(=O)c2cn(Cc3ccccc3)c3cc(N4CCCC4)c(F)cc3c2=O)c1	-30%[76.3 µM]
94	CCc1ccc2c(c1)c(=O)c(C(=O)c1ccccc1)cn2CC(=O)Nc1ccc(C)c(Cl)c1	3%[76.3 µM]
95	COc1cccc(C(=O)Nc2nnc(SCC(=O)NC3CCCC3)s2)c1	8%[76.3 µM]
96	COc1ccc(N2CCN(C(=O)CNC(=O)c3nn(-c4ccc(OC)cc4)c(=O)c4ccccc34)CC2)cc1	-3%
97	O=C(CCC(=O)Nc1ccccc1Cl)NNC(=O)Nc1cccc([N+](=O)[O-])c1	-3%[76.3 µM]
98	CC(C)Oc1ccc(CNC(=O)c2ccc(CN3CC(=O)N4CCCCC4C3=O)cc2)cc1 (stereo not drawn)	15%[76.3 µM]
99	O=C(Nc1ccc(C(=O)N2CCCCC2)cc1)Nc1cccc(Cl)c1	3%[76.3 µM]
100	Cc1ccc(C)c(CN2C(=O)c3ccccc3S(=O)(=O)c3ccc(C(=O)N4CCN(C)CC4)cc32)c1	-2%[76.3 µM]
101	Cc1cccn2c(=O)c3cc(C(=O)NCCN4CCOCC4)c(=N)n(CCN4CCOCC4)c3nc12	-4%
102	Cc1cc(OC(C)C(=O)Nc2ccccc2C(=O)N2CCCC2)ccc1Cl (stereo not drawn)	-7%[76.3 µM]
103	COc1ccc(/C=N\NC(=O)c2ccccc2Br)cc1COc1c(F)c(F)cc(F)c1F	1%[76.3 µM]
104	Cc1ccc(NC(=O)CCC(=O)NNC(=O)Nc2cccc(Cl)c2)c(C)c1	-3%[76.3 µM]
105	O=C(Nc1ccc(F)cc1F)C(Cc1ccccc1)N1Cc2ccccc2C1=O (stereo not drawn)	-4%[76.3 µM]
106	Cc1onc(-c2ccccc2)c1C(=O)Nc1nnc(CC(C)C)s1	-1%

Screens deposited in PubChem BioAssay by National Center for Advancing Translational Sciences (NCATS).
